High-throughput results from PubChem.
rCAG binder: binders of r(CAG) RNA repeats, primary screen, biochemical, fluorescence. r(CAG) RNA repeat, TO-PRO-1 dye displacement fluorescence. inhibition, % at 3 µM. 370,000 tested, 1.3% active. AID 651821, 2012;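 active = inhibition above the plate cutoff, the mean of all test compounds on that plate plus 3 SD, cut at about 35% in these data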;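 also: 0% = DMSO alone and 100% = 100 µM mitoxantrone as full dye displacement; higher means more dye released from RNA so lower well fluorescence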
LEDGF integ inh: blockers of LEDGF/p75-dependent integrase strand transfer – biochemical, TR-FRET, high throughput, primary screen; HIV-1 integrase (with human LEDGF/p75); TR-FRET IN-LEDGF/p75 DNA integration, Eu/Cy5; inhibition, % at 3.7 µM; 370,000 tested, 0.64% active; AID 743269, 2014;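 active = inhibition above the screen-wide mean plus 3 SD, cut at about 13% in these data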;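 also: signal is the Cy5 over europium emission ratio at 671 and 618 nm; 0% = plate median of compound wells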
HTRA1 inh: HTRA1 serine protease inhibitors, primary screen, biochemical, fluorescence polarization, HTS | Q92743 | recombinant HTRA1, FP-rhodamine activity-based probe | inhibition, % at 5.96 µM | 340,000 tested, 0.5% active | AID 504803, 2011; in the data active = inhibition above about 36%;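 also: 0% = enzyme with DMSO and 100% = wells lacking enzyme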
SIAE inh: human SIAE inhibitors, primary screen, biochemical, fluorescence polarization, FP-Rh probe, 1536-well HTS. inhibition, % at 9.66 µM. Sialate O-acetylesterase (Homo sapiens), Q9HAT2. SIAE FP-Rh probe binding. AID 1053197, 2014. 370,000 tested, 0.69% active;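 active = inhibition above a cutoff: mean of compounds within the control limits plus 3 SD of those, cut at about 17% in these data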;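 also: 0% = plate median of compound wells and 100% = probe without SIAE protein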
TDP2 inh: human TDP2 enzyme inhibitors, primary screen, biochemical, epi absorbance, recombinant enzyme | Tyrosyl-DNA phosphodiesterase 2 (Homo sapiens), O95551 | T5PNP hydrolysis, p-nitrophenol absorbance 415 nm | inhibition, % at 12.8 µM | 370,000 tested, 0.34% active;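 active = inhibition above the mean of all tested compounds plus 3 SD, set per campaign, cut at about 25% in these data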;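 also: 0% = DMSO with enzyme and 100% = buffer with substrate but no TDP2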
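test system = human TDP2 enzyme | input = TDP2 enzyme at 120 nM final | medium = 50 mM Tris-HCl pH 7.5 with Mg2+, KCl, DTT, BSA | also added = T5PNP substrate, 5 mM | times = 2 h at 37 °C | technique = epi absorbance | benchmarks = high control without enzyme, low control DMSO plus TDP2 | replication = each compound tested once, singlicate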
TCR-CD3 inh: inhibitors of human TCR-CD3 interaction, primary screen, biochemical, fluorescence, TAMRA-labeled TCR probe | T-cell receptor (TCR) | inhibition, % at 9.4 µM | 360,000 tested, 0.37% active; in the data active = inhibition above about 19%;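 also: recombinant mutant TCR 2C K166C tagged with TAMRA read by polarization; 0% = receptor in buffer alone and 100% = receptor with positive control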
PRMT1 inh: PRMT1 methyltransferase inhibitors, primary screen, biochemical, fluorescence polarization | Protein arginine N-methyltransferase 1 (Homo sapiens), Q99873 | recombinant PRMT1, activity-based probe fluorescence polarization | inhibition, % at 2.79 µM | 370,000 tested, 1.3% active | AID 652257, 2013;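 active = inhibition above about 21% made by adding two undisclosed values, limit read from the data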
GC-B act: human GC-B receptor activators, primary screen, HEK293 GC-B cells, cGMP TR-FRET, EC30 CNP. 0% at EC30 CNP, 100% saturating CNP. 370,000 tested, 0.11% active. activation, % at 10 µM. Atrial natriuretic peptide receptor 2 (Homo sapiens), P20594;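 active = activation at 10 µM reaching about 35% in either raw or pattern-adjusted values, limit read from the data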
Target sequence (P20594 whole entry, looked up): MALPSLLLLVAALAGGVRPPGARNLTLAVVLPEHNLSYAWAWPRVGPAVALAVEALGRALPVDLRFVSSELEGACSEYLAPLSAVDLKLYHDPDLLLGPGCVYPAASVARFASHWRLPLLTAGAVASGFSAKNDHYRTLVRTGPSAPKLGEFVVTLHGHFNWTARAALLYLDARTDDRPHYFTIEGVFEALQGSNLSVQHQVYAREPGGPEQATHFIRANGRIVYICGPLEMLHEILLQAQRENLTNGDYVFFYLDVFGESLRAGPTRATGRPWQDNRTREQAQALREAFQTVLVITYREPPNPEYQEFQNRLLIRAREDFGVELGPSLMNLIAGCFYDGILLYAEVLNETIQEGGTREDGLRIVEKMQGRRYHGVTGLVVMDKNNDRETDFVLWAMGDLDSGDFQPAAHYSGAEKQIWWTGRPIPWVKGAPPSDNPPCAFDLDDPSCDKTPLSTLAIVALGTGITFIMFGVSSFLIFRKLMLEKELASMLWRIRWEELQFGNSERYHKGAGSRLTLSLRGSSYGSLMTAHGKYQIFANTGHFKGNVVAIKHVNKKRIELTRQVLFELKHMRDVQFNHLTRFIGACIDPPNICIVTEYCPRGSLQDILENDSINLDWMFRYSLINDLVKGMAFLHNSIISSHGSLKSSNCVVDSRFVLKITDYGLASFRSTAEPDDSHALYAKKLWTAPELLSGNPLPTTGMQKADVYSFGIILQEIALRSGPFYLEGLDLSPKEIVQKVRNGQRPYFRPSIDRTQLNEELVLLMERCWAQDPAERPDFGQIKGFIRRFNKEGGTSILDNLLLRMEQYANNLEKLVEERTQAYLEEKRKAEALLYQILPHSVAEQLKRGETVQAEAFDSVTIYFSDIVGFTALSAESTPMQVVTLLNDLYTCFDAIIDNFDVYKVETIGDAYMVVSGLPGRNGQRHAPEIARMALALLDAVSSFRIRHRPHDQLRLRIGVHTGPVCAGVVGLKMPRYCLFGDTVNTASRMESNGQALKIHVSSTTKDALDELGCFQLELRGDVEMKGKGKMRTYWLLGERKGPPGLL
MBD2 inh: inhibitors of MBD2 binding to methylated DNA, primary screen, biochemical, TR-FRET, DNA-binding domain, human; Methyl-CpG-binding domain protein 2 (Homo sapiens), Q9UBB5; MBD2 binding to methylated oligonucleotide; inhibition, % at 4.4 µM; 370,000 tested, 0.31% active; in the data active = inhibition above about 13%
ABHD4 inh: ABHD4 inhibitors, primary screen, biochemical, fluorescence polarization, mouse. (Lyso)-N-acylphosphatidylethanolamine lipase (Mus musculus), Q8VD66. 370,000 tested, 0.54% active. purified mABHD4, FP-Rh probe fluorescence polarization. inhibition, % at 8.92 µM;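 active = inhibition exceeding the mean over every tested compound plus 3 SD, cut at about 30% in these data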;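 also: 0% = plate median of compound wells and 100% = S159A mutant with DMSO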
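Test system: mouse ABHD4 enzyme, wild type. Reagent: FP-Rh fluorescent activity-based probe, added after compound pre-incubation. Timing: pre-incubation 45 min, probe exposure 60 min, at 25 °C. Technique: FP readout, ex 525 nm / em 598 nm. Benchmarks: high control S159A mutant with DMSO, low control median of compound wells.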
Active calls of the source: *; / = no result given. An excerpt. The share of hits here may be higher or lower than overall.

smiles | rCAG binder | LEDGF integ inh | HTRA1 inh | SIAE inh | TDP2 inh | TCR-CD3 inh | PRMT1 inh | GC-B act | MBD2 inh | ABHD4 inh
COC(=O)CNC(c1ccccc1)c1cc(C)ccc1NS(=O)(=O)c1ccc(C)cc1 (centres undefined) | 3 | 2 | -43 | 3 | 5 | -3 | -2 | -13 | -3 | -18
CC1(C(O)(C#CC[N+]2(C)CCCCC2)c2ccccc2)CCCC1 (centres undefined) | 1 | -1 | 2 | 9 | 2 | 3 | -3 | 1 | 5 | 2
Cc1ccc(N2NC(=O)/C(=C\c3cc4c(cc3[N+](=O)[O-])OCO4)C2=O)cc1C | 64* | 12 | 63* | 17 | -2 | -1 | 24* | -2 | 3 | 47*
CCOc1cc(C(=O)Nc2ccncc2)cc(OCC)c1OCC | -3 | -2 | -1 | -2 | 6 | 0 | -1 | 4 | 3 | 8
CCOc1cccc(-c2nnc3sc(-c4ccco4)nn23)c1 | 4 | 2 | -5 | -4 | -7 | -9 | 3 | 22 | -2 | -9
CC(C)C(c1nnnn1Cc1ccc2c(c1)OCO2)N1CCN(c2ccccc2)CC1 (centres undefined) | 1 | 4 | -1 | -2 | 11 | 7 | 1 | -2 | 5 | 8
O=c1nc2n(Cc3ccccc3)c3ccccc3cc-2c(=O)[nH]1 | 4 | 0 | / | -8 | 5 | 1 | 0 | 1 | 0 | -1
C[C@H](CO)N1C[C@H](C)[C@@H](CN(C)S(=O)(=O)c2ccc(-n3cccn3)cc2)OCc2cn(nn2)CCCC1=O | 4 | -7 | -3 | 1 | 1 | -6 | 2 | -4 | 6 | -1
Cc1cccc(N2CCN(C(c3ccccc3)c3nnnn3CC3CCCO3)CC2)c1C (centres undefined) | -6 | -2 | -13 | 4 | -2 | 1 | 0 | -2 | 2 | 0
CC(=O)N1CCN(c2nc3ccc(Br)cc3s2)CC1 | -5 | 1 | 1 | -5 | 19 | 3 | -5 | -7 | -3 | 3
COc1ccc(C(=O)N(CCCO)C(C)C(=O)NC2CCCCC2)cc1OC (centres undefined) | -1 | 2 | -1 | -4 | -17 | 0 | 7 | 4 | 2 | -10
CC(=O)Nc1ccc(/C=N/OCC(=O)Nc2ccc(C)cc2)cc1 | -1 | 1 | -4 | 10 | 7 | 0 | 1 | 1 | 4 | -9
COc1ccc(CCNC(=O)CSc2nc(-c3ccco3)cc(C(F)(F)F)n2)cc1OC | -5 | 0 | 4 | 11 | 1 | -1 | -1 | -5 | -1 | 4
COc1ccc(OCc2nn3c(-c4ccco4)nnc3s2)cc1 | 2 | 1 | -9 | 0 | -7 | -3 | 4 | -5 | -6 | -3
COc1ccc(C(=S)N2CCC(C(N)=O)CC2)cc1Br | -4 | -6 | -6 | -9 | 10 | -4 | 11 | 2 | 3 | -3
FC(F)(F)c1ccccc1Cc1c(-c2ccco2)nc2ccc(Cl)cn12 | 18 | 4 | / | -9 | -2 | 0 | 35* | 5 | -2 | 6
C[C@H](NC(=O)c1nc[nH]c1C(=O)N[C@@H](Cc1ccccc1)C(=O)OC(C)(C)C)C(=O)OCc1ccccc1 | -3 | 1 | -43 | -15 | -10 | 0 | 1 | 2 | -2 | -30
CCN1C(=O)/C(=C/C=C2\C=CN(CC)c3ccccc32)SC1=S | 7 | 4 | 23 | -2 | 13 | -16 | 9 | 5 | 6 | 5
COC(=O)c1ccsc1NC(=O)c1ccco1 | 4 | 0 | -4 | 1 | 16 | 2 | 1 | -6 | -5 | -1
CC(=O)NC1=NN(c2ccccc2)C(=O)C1 | 0 | 8 | -1 | 5 | 55* | 5 | 1 | -1 | 1 | 6
CCCc1nc2ccccc2c(=O)n1-c1ccc(C(=O)OCC)cc1 | -2 | 2 | 5 | -4 | 4 | 4 | -2 | 3 | 0 | -1
Cc1cnc(NC(=O)CCc2ccccc2)s1 | -2 | 0 | 8 | -9 | -8 | -4 | 2 | -6 | 2 | -4
CCOC(=O)c1ccc(N2Cc3ccccc3C2=NC(=O)c2ccncc2)cc1 | 2 | -1 | 0 | -9 | -14 | -8 | 8 | 2 | 1 | -11
O=C(NCCc1ccccc1)c1c(F)cccc1F | -4 | 1 | -9 | 4 | 4 | 3 | -6 | -2 | -3 | 4
Nc1ccc(C(=O)NCCCCCCNC(=O)c2ccc(N)cc2)cc1 | 4 | -6 | 4 | 4 | 2 | -5 | 1 | 2 | 3 | 0

Records above shown as hits in HTRA1 inh:
smiles	LEDGF integ inh	HTRA1 inh	SIAE inh	TDP2 inh	TCR-CD3 inh	PRMT1 inh	GC-B act	MBD2 inh	ABHD4 inh
Cc1ccc(N2NC(=O)/C(=C\c3cc4c(cc3[N+](=O)[O-])OCO4)C2=O)cc1C	12	63*	17	-2	-1	24*	-2	3	47*

Additional structures follow.
smiles | rCAG binder | LEDGF integ inh | HTRA1 inh | SIAE inh | TDP2 inh | TCR-CD3 inh | PRMT1 inh | GC-B act | MBD2 inh | ABHD4 inh
O=C(c1ccc2c(c1)OCO2)C1CCCN(C(=O)Nc2ccc(F)cc2F)C1 (centres undefined) | 1 | -3 | 6 | -2 | -8 | 3 | 0 | -1 | -4 | -4
COc1cc(OC)c(OC)cc1CNC(=O)c1cc(S(=O)(=O)N(C)c2ccccc2OC)ccc1C | 0 | 3 | -3 | 10 | 6 | -5 | 1 | 5 | -1 | 1
CC(C)[C@H](NS(=O)(=O)c1ccccc1)C(=O)OCn1nnc2ccccc2c1=O | -2 | -1 | -3 | 2 | -6 | 5 | 0 | 0 | -2 | -1
CCN(CC)S(=O)(=O)c1ccc(NN=C2CCN(C(C)C)CC2)c([N+](=O)[O-])c1 | 0 | 2 | 2 | 5 | 12 | 4 | -1 | 1 | -7 | 8
O=C(COC(=O)c1ccc(Cl)cc1O)NC(=O)C1CCCCC1 | 0 | -3 | 2 | 0 | -10 | 5 | 3 | 1 | -4 | 2
O=C(Cn1cc(SCc2ccc(F)cc2)c2ccccc21)N1CCOCC1 | 1 | -2 | 5 | 6 | -5 | -2 | 14 | 5 | -1 | -9
COc1ccccc1OCC(=O)NCC1CCCN(Cc2cnn(C(C)C)c2)C1 (centres undefined) | -5 | 0 | 8 | 3 | 0 | 5 | 7 | -2 | 7 | 7
N#C/C(=C\C1=C(N2CCOCC2)C(=C\c2ccc(Cl)cc2)/CC1)C(=O)Nc1ccccc1F | 8 | -1 | 0 | -49 | -2 | -11 | 1 | -7 | 0 | -8
O=C(CC1(O)C(=O)c2ccccc2C1=O)c1ccccc1 | 1 | 3 | 5 | 2 | 2 | 0 | 4 | 1 | 1 | 4
Cc1ccc(SCC(=O)OCC(=O)N(C)CC(=O)Nc2ccc(F)cc2)cc1 | -2 | 2 | -13 | 1 | -9 | 8 | 2 | 2 | -2 | 5
COC(=O)[C@@H]1C[C@@]2(O)[C@H](O)[C@H](O)[C@H](O)C[C@H]2N1Cc1ccc(C)s1 | 4 | 1 | 1 | -2 | 3 | -4 | 1 | 7 | 1 | 4
CC1CCCN(S(=O)(=O)c2ccc3c(c2)n(C)c(=O)c(=O)n3C)C1 (centres undefined) | -2 | 3 | -9 | 0 | 3 | -1 | -3 | 6 | -1 | 3
COc1ccc(-c2c(-c3ccc4c(c3)OCO4)noc2C)cn1 | -3 | 3 | -1 | -2 | -20 | 0 | 0 | -3 | 3 | 0
COc1cnn(-c2ccc(C)cc2)c(=O)c1SCc1ccccc1 | -5 | -1 | -10 | 7 | 10 | 7 | 1 | -5 | 0 | 5
CCc1ccc(NS(=O)(=O)c2cc3c(cc2C)n(C)c(=O)c(=O)n3C)cc1 | 3 | -1 | 4 | 3 | -5 | 5 | 1 | -1 | 3 | 9
CC(C)(C)NCc1cc(Br)ccc1OCc1cccs1 | 5 | 6 | 2 | -3 | -1 | 9 | 0 | -21 | 1 | 0
CC(c1nccs1)N(C)C(=O)CCc1nnc(CCc2ccccc2)o1 (centres undefined) | -2 | 3 | 0 | 1 | -18 | -5 | 1 | -1 | -5 | -3
COc1ccc(/C=N/Nc2nncc3ccccc23)cc1 | 1 | 0 | 4 | 2 | 4 | 3 | 1 | -6 | 0 | -1
CCOc1ccc(/C=N/n2c(C)nnc2C)cc1OC | -2 | 1 | / | 0 | 0 | 3 | 1 | 0 | 4 | 3
CCC(C)[C@H](NC(=O)N1CCCC1)C(=O)O (some centres undefined) | -2 | -6 | 1 | -3 | -5 | -6 | 0 | 2 | 1 | 0
COc1ccc(S(=O)(=O)N2CCOCC2)cc1C(=O)N(C)Cc1ccco1 | 1 | -2 | 2 | 1 | 10 | 3 | 1 | 6 | -2 | 8
CC(C)C1CCN(C(=O)C2CCC(=O)N(CCc3ccc(Cl)cc3)C2)CC1 (centres undefined) | -13 | -4 | 3 | 2 | 1 | -2 | 3 | -4 | 0 | 3
O=C(O)CCNS(=O)(=O)c1cccc(Br)c1 | -2 | -3 | 0 | -5 | 6 | -2 | -1 | 3 | 0 | 1
Cc1cc(S(=O)(=O)Nc2ccc(N(C)C)cc2)c(C)s1 | 5 | 4 | 2 | 3 | -4 | 4 | 4 | -7 | -3 | 4
O=C(COC(=O)c1c2c(nc3ccccc13)/C(=C\c1cccs1)CCC2)Nc1ccccc1Cl | 7 | 5 | -56 | -4 | 3 | -7 | 0 | 1 | 1 | -18
Nc1nnc(SCC(=O)Nc2sc3c(c2C(=O)c2ccccc2)CCCC3)s1 | 15 | -1 | -44 | -3 | 3 | 4 | 3 | -4 | -5 | -3
Cc1ccc(C(=O)N2[C@@H]3CN(C)C(=O)[C@@]2(Cc2ccccc2)[C@H]2C(=O)N(Cc4ccccc4)C(=O)[C@@H]32)cc1 | -5 | 1 | -3 | 2 | 10 | 4 | 2 | -5 | -4 | 0
O=C([C@H]1O[C@@H](n2ccc(=O)[nH]c2=O)[C@H](O)[C@@H]1O)N1CCN(Cc2ccccn2)CC1 | 1 | 1 | / | 11 | 6 | 1 | -3 | -1 | 0 | 1
COc1ccc(S(=O)(=O)N2CCc3ccccc32)cc1OC | -2 | -1 | 6 | 3 | -6 | 3 | 3 | -1 | 4 | -5
CC1Cc2ccccc2N1C(=O)COC(=O)CNC(=O)c1ccc(Br)o1 (centres undefined) | 3 | 2 | 1 | -2 | -6 | 4 | 2 | -3 | 4 | -14
